MBD2 inh – blocks human MBD2 binding to methylated DNA. TR-FRET, MBD2 binding to methylated oligonucleotide. inhibition, % at 4.4 µM. 370,000 tested, 0.31% active. AID 686964; in the data active means inhibition above about 13%
mABHD4 FP – inhibitors of mouse ABHD4; inhibition, % at 8.92 µM; purified mABHD4, FP-Rh probe fluorescence polarization; 370,000 tested, 0.54% active;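 active means inhibition exceeding the mean over every tested compound plus 3 SD, cut at about 30% in these data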;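 further: 0% = plate median of compound wells and 100% = S159A mutant with DMSO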
Target sequence (Q8VD66 whole entry, looked up): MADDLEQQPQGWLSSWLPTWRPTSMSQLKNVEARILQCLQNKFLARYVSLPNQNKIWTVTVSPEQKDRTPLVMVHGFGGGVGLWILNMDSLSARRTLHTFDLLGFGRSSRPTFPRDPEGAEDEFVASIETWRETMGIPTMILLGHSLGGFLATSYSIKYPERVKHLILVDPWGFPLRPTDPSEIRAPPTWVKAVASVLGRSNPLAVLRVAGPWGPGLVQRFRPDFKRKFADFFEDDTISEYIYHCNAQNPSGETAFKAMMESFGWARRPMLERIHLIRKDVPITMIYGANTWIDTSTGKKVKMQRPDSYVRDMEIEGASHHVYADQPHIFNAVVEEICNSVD
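Assay system: wild-type mouse ABHD4 protein; compound: single nominal dose of 8.92 µM, 0.89% DMSO final; schedule: 45 min + 60 min at 25 °C; measured by: FP readout, ex 525 nm / em 598 nm; evaluation: % inhibition of FP-Rh probe binding versus controls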
rCAG binder – molecules binding r(CAG) RNA repeats. r(CAG) RNA repeat, TO-PRO-1 dye displacement fluorescence. inhibition, % at 3 µM. 370,000 tested, 1.3% active. AID 651821;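 active means inhibition above the plate cutoff, the mean of all test compounds on that plate plus 3 SD, cut at about 35% in these data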;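 further: 0% = DMSO alone and 100% = 100 µM mitoxantrone as full dye displacement; higher means more dye released from RNA so lower well fluorescence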
SIAE primary – human SIAE inhibition, primary screen; inhibition, % at 9.66 µM; 370,000 tested, 0.69% active; SIAE FP-Rh probe binding, fluorescence polarization; Q9HAT2;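 active means inhibition above a cutoff: mean of compounds within the control limits plus 3 SD of those, cut at about 17% in these data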;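 further: 0% = plate median of compound wells and 100% = probe without SIAE protein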
Target sequence (Q9HAT2 whole entry, looked up): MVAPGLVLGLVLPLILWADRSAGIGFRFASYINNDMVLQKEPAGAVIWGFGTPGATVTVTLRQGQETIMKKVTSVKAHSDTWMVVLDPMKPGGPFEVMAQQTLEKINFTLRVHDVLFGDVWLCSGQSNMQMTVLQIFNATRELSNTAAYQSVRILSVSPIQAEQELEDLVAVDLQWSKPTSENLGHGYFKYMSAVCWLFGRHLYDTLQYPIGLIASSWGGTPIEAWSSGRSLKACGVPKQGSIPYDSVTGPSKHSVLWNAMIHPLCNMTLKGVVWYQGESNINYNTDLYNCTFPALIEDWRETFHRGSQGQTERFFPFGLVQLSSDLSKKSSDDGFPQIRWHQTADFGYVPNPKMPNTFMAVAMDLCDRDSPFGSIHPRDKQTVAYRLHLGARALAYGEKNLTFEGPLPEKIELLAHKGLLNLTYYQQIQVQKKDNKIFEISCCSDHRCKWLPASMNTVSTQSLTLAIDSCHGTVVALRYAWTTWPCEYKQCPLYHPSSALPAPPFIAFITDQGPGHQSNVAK
TDP2 absorb – TDP2 (human) inhibition, absorbance primary screen | 370,000 tested, 0.34% active | recombinant TDP2, T5PNP hydrolysis, p-nitrophenol absorbance 415 nm | O95551 | inhibition, % at 12.8 µM;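 active means inhibition above the mean of all tested compounds plus 3 SD, set per campaign, cut at about 25% in these data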;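 further: 0% = DMSO with enzyme and 100% = buffer with substrate but no TDP2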
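Read-out basis: percent inhibition. System: recombinant human TDP2. Buffer or medium: Mg2+-containing Tris-HCl buffer, pH 7.5. Repeats: single replicate. Timing: reaction 2 h, 37 °C. Benchmarks: high control without enzyme, low control DMSO plus TDP2. Probe or stimulus: 5 mM T5PNP. Doses: 12.8 µM only. Measured by: epi absorbance of p-nitrophenol freed from T5PNP by hydrolysis.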
HTRA1 inh – inhibitors of human serine peptidase HTRA1; Q92743; recombinant HTRA1, FP-rhodamine activity-based probe, fluorescence polarization; inhibition, % at 5.96 µM; 340,000 tested, 0.5% active; AID 504803; in the data active means inhibition above about 36%;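 further: 0% = enzyme with DMSO and 100% = wells lacking enzyme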
PRMT1 FP inh – blocks human protein arginine methyltransferase 1; recombinant PRMT1, activity-based probe fluorescence polarization; inhibition, % at 2.79 µM; AID 652257; 370,000 tested, 1.3% active;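 active means inhibition above about 21% made by adding two undisclosed values, limit read from the data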
TCR-CD3 inh – inhibitors of human TCR-CD3 interaction. inhibition, % at 9.4 µM. TAMRA-labeled TCR probe fluorescence, biochemical. 360,000 tested, 0.37% active; in the data active means inhibition above about 19%;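 further: recombinant mutant TCR 2C K166C tagged with TAMRA read by polarization; 0% = receptor in buffer alone and 100% = receptor with positive control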
LEDGF integ inh – blocks HIV-1 LEDGF/p75-dependent DNA integration; inhibition, % at 3.7 µM; AID 743269; TR-FRET IN-LEDGF/p75 DNA integration, Eu/Cy5; 370,000 tested, 0.64% active;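 active means inhibition above the screen-wide mean plus 3 SD, cut at about 13% in these data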;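 further: signal is the Cy5 over europium emission ratio at 671 and 618 nm; 0% = plate median of compound wells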
GC-B act – GC-B (human) receptor activation; AID 1920062; P20594; activation, % at 10 µM; 370,000 tested, 0.11% active; HEK293-GC-B cells, CNP EC30, cGMP TR-FRET; 0% at EC30 CNP, 100% saturating CNP;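 active means activation at 10 µM reaching about 35% in either raw or pattern-adjusted values, limit read from the data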
* marks the source's active call; other numbers are inactive results; · = no result given. The list is partial (hit frequency here may not be typical).

SMILES	MBD2 inh	mABHD4 FP	rCAG binder	SIAE primary	TDP2 absorb	HTRA1 inh	PRMT1 FP inh	TCR-CD3 inh	LEDGF integ inh	GC-B act
CCNC(=O)C1(C)CCCN(C(=O)Cc2ccc(OC)c(OC)c2)C1 (stereo unspecified)	2	3	3	0	-2	·	1	2	1	2
COC(=O)C1=C(C)N(Cc2ccccc2C(F)(F)F)C(=NCc2ccccc2)NC1CCc1ccccc1 (stereo unspecified)	7	-1	9	-4	-9	·	3	1	1	-17
COc1cc(NC(=O)Cn2c(C)cc3ccccc3c2=O)cc(OC)c1OC	0	6	4	1	-4	-1	0	2	1	4
c1ccc(COc2ncnc3c2ncn3CCCNCCN2CCOCC2)cc1	-2	0	0	2	0	0	-3	8	3	2
CC(C)[C@H](N)C(=O)N1CCC[C@@H]1C(=O)N1CCC2CCN(S(=O)(=O)c3ccccc3)CC21 (stereo partly specified)	-3	2	2	-4	-6	·	4	·	-1	6
CC1NC(=O)NC1CCCCCC(=O)NCCc1ccccc1 (stereo unspecified)	-1	6	-1	1	7	6	-2	6	78*	-1
O=C(Nc1cccc([N+](=O)[O-])c1)c1ccn[nH]1	0	1	1	0	3	3	7	-7	0	0
O=C1C2C3CC4C5C3C1C5C1(SCCS1)C42 (stereo unspecified)	3	3	4	-11	5	·	4	-5	1	0
O=S(=O)(NCC1CCCO1)c1ccc(NS(=O)(=O)c2ccc(F)cc2)cc1 (stereo unspecified)	-6	2	7	-2	5	-3	0	3	3	3
COc1cc(CNCCc2ccccc2)ccc1OCc1ccc(Cl)nc1	2	1	-2	13	9	2	0	0	-1	1
O=C1c2ccccc2C(=O)N1CCCCN(C(=O)c1cc2ccccc2oc1=O)c1ccc(F)cc1F	1	-7	-7	-10	7	-29	-1	-3	0	9
COC(=O)C1CSc2[nH]c(=O)sc2C1c1ccc(O)c(OC)c1 (stereo unspecified)	-3	7	1	-1	-6	0	2	-1	-6	0
COc1ccc2[nH]cc(/C=C(/C#N)S(=O)(=O)c3ccccc3)c2c1	-3	-59	28	-24	-17	-50	4	3	-5	34
COCCCn1cnnc1SCc1nc2sc(C(C)=O)c(C)c2c(=O)[nH]1	-1	1	4	-4	-4	0	-3	-3	0	3
CCOCCCNS(=O)(=O)c1ccc(Br)cc1	3	10	-5	0	2	-3	1	-8	-2	5
CC(CC(=O)Nc1ccc(F)cc1)S(=O)(=O)c1ccc2c(c1)NC(=O)CO2 (stereo unspecified)	-1	-6	2	2	-7	9	-3	-1	-2	4
Clc1cccc(Nc2ncnc3ccc(Br)cc23)c1	-8	-40	3	-27	8	-60	-3	5	-2	0
CC1(C)SC(=S)N(/N=C/c2ccccc2)C1N(O)C(=O)Nc1ccc([N+](=O)[O-])cc1 (stereo unspecified)	0	-7	11	10	-1	-3	2	4	5	-3
Cc1cc(C(=O)Nc2ccc(S(=O)(=O)N3CCOCC3)cc2)ccc1[N+](=O)[O-]	0	-2	3	-1	12	-6	-2	8	5	3
COCCn1c(SCC(=O)NC2(C#N)CCCCC2)nc2ccccc2c1=O	1	1	0	-2	-5	6	-3	-2	2	-4
O=C(Nc1cccc(F)c1)N1CC=C(c2ccc(Cl)cc2)CC1	-1	-23	-2	-13	0	-39	-1	3	-1	-3
O=c1c2ccccc2nc(-c2ccoc2)n1CCc1ccccc1	-1	-14	-2	-3	2	-25	-1	-2	-1	-4
Cc1ccc(-n2cc(CNCCN3CCOC3=O)c(-c3ccc(F)cc3)n2)cc1	4	-1	-8	1	3	-5	0	-3	10	1
CCOC(=O)C1CCCN(C(=O)CN2C(=O)c3ccccc3S2(=O)=O)C1 (stereo unspecified)	3	2	-3	1	7	4	0	-6	-3	1
CC(C)(C)c1ccc(C(=O)NNC(=S)NCc2ccco2)cc1	-3	7	3	3	3	-5	0	-2	3	-6
(list continues)
SMILES	MBD2 inh	mABHD4 FP	rCAG binder	SIAE primary	TDP2 absorb	HTRA1 inh	PRMT1 FP inh	TCR-CD3 inh	LEDGF integ inh	GC-B act
CCn1nnnc1NCc1ccc(Cl)cc1	-5	-5	0	-1	-7	7	-4	3	6	-5
CCc1c(C(=O)Nc2cc(C)cc(C)c2)[nH]c(C)c1C(C)=O	-3	2	3	-1	1	-10	0	3	2	-2
O=C(NCCSCc1ccccc1)c1cc(S(=O)(=O)N2CCOCC2)ccc1F	0	1	-6	2	5	-2	-3	0	0	3
CCCCCCN(C(=O)CCCCCN1C(=O)NC(c2ccc(-c3ccccc3)cc2)C(C(=O)OCc2ccccc2)=C1C)C(C(=O)NCCCC)c1ccc(OCC(=O)OC)c(C(=O)OC)c1 (stereo unspecified)	-3	9	3	-1	4	·	-2	3	1	1
Cc1ccc(S(=O)(=O)N(CC(=O)Nc2cccnc2)c2cccc(Br)c2)cc1	-6	-5	3	2	-3	-26	-1	-1	5	-12
CCc1nc2ccc(C(=O)NCC3CCCCC3)cn2c1N(C)C(=O)c1cccc(OC)c1	-2	-8	2	-5	-11	·	-5	5	3	1
Cc1cc(C(=O)CCC(=O)NNC(=O)c2ccccc2O)c(C)s1	-1	9	20	6	-10	24	-2	26*	-6	-6
COCc1cc(C)n(CC(=O)Nc2c(C)cccc2C)c(=O)c1C#N	3	3	4	1	18	-4	2	-4	-3	1
COc1ccc(NC(=O)c2cc([N+](=O)[O-])nn2Cc2ccccc2)c(C)c1	-1	0	-5	-1	4	-7	-3	4	-1	-2
COC(=O)c1cccc(OCC(C)CN2CCC(C(O)(c3ccccc3)c3ccccc3)CC2)c1 (stereo unspecified)	-8	11	3	3	-1	·	-1	·	3	-8
CCCN(CC1CC1)C(=O)c1oc(=O)c2ccccc2c1-c1ccc(C)cc1	-3	0	1	1	-6	·	1	·	-2	-11
CC1CCCCC12NC(=O)N(CC(=O)N1CCN(S(=O)(=O)c3ccc(Cl)s3)CC1)C2=O (stereo unspecified)	-2	-10	5	-3	-5	-3	4	8	-4	1
Cc1cccc(/C(N)=N/OC(=O)CCc2ccccc2)c1	4	0	-9	12	2	-7	3	2	0	3
O=C(Cc1cn(Cc2cccc(Cl)c2)c2ccccc12)N1CCCCCC1	0	-13	-4	2	-2	-39	3	8	1	-13
CCC(C(=O)NC1CCCC1)N(C(=O)Cn1nnc(-c2ccc(C)o2)n1)c1cnc2ccccc2c1 (stereo unspecified)	-1	0	3	8	5	-9	3	1	6	6
C=CCn1c(SCc2c(C(=O)OC)sc(N)c2C(=O)OC)nnc1-c1ccc(Br)cc1	1	-8	1	8	-9	-30	1	1	2	-10
N#Cc1nc(Cc2ccccc2)oc1NCc1ccccc1	5	-13	-2	1	2	-15	-4	12	1	10
COC(=O)c1ccccc1NC(=S)NC(=O)c1cccc2ccccc12	-5	-3	-3	-12	10	-11	-2	-3	4	·
COc1cccc(N2C(=O)Nc3ccccc3C2(O)C(=O)NCc2ccc3c(c2)OCO3)c1 (stereo unspecified)	8	-3	-2	8	-4	-4	-2	-9	2	1
COc1ccc(-c2csc(NC(=O)c3ccccc3C(=O)O)n2)cc1	-3	-2	14	-1	5	5	-3	-2	3	3
S=C(Nc1ccccc1)c1ccccn1	-2	-8	2	-6	-10	-4	0	-14	3	-1
Cc1cc(-c2nnc(CCC(=O)NCCc3ccccc3F)o2)no1	2	7	-4	-2	-6	2	-2	-7	2	2
O=C(COC(=O)c1ccc(F)cc1)Nc1ccc(Cl)cn1	-4	1	-1	7	2	4	-3	-2	-2	-1
Cc1nc2ncnn2c(C)c1Cc1ccc(Cl)cc1F	3	0	0	4	8	3	4	-4	4	4
O=C(CSCc1nc2ccccc2[nH]1)Nc1ccccc1	-1	3	-2	1	-9	3	-1	-1	-5	7
O=C(CCCn1c(SCc2cc(=O)n3cc(Cl)ccc3n2)nc2ccccc2c1=O)NCC1CCCO1 (stereo unspecified)	0	-1	-2	-5	-1	4	-5	8	1	10
Cc1cccc(-c2nnc(SC(C)C(=O)N3CCOCC3)o2)c1 (stereo unspecified)	3	-2	-7	4	9	1	2	2	2	2
O=C1CN(C(=O)/C=C/c2ccc(Cl)cc2)c2ccccc2N1	2	-13	-2	-1	11	-15	-4	5	5	-2

A draw from above in order of heavy-atom count, descending.
SMILES	MBD2 inh	mABHD4 FP	rCAG binder	SIAE primary	TDP2 absorb	HTRA1 inh	PRMT1 FP inh	TCR-CD3 inh	LEDGF integ inh	GC-B act
CCCCCCN(C(=O)CCCCCN1C(=O)NC(c2ccc(-c3ccccc3)cc2)C(C(=O)OCc2ccccc2)=C1C)C(C(=O)NCCCC)c1ccc(OCC(=O)OC)c(C(=O)OC)c1 (stereo unspecified)	-3	9	3	-1	4	·	-2	3	1	1
O=C(CCCn1c(SCc2cc(=O)n3cc(Cl)ccc3n2)nc2ccccc2c1=O)NCC1CCCO1 (stereo unspecified)	0	-1	-2	-5	-1	4	-5	8	1	10
CCC(C(=O)NC1CCCC1)N(C(=O)Cn1nnc(-c2ccc(C)o2)n1)c1cnc2ccccc2c1 (stereo unspecified)	-1	0	3	8	5	-9	3	1	6	6
COC(=O)c1cccc(OCC(C)CN2CCC(C(O)(c3ccccc3)c3ccccc3)CC2)c1 (stereo unspecified)	-8	11	3	3	-1	·	-1	·	3	-8
CCc1nc2ccc(C(=O)NCC3CCCCC3)cn2c1N(C)C(=O)c1cccc(OC)c1	-2	-8	2	-5	-11	·	-5	5	3	1
CC1CCCCC12NC(=O)N(CC(=O)N1CCN(S(=O)(=O)c3ccc(Cl)s3)CC1)C2=O (stereo unspecified)	-2	-10	5	-3	-5	-3	4	8	-4	1
O=C(NCCSCc1ccccc1)c1cc(S(=O)(=O)N2CCOCC2)ccc1F	0	1	-6	2	5	-2	-3	0	0	3
Cc1ccc(S(=O)(=O)N(CC(=O)Nc2cccnc2)c2cccc(Br)c2)cc1	-6	-5	3	2	-3	-26	-1	-1	5	-12
COc1ccc(NC(=O)c2cc([N+](=O)[O-])nn2Cc2ccccc2)c(C)c1	-1	0	-5	-1	4	-7	-3	4	-1	-2
COC(=O)c1ccccc1NC(=S)NC(=O)c1cccc2ccccc12	-5	-3	-3	-12	10	-11	-2	-3	4	·
Cc1cc(C(=O)CCC(=O)NNC(=O)c2ccccc2O)c(C)s1	-1	9	20	6	-10	24	-2	26*	-6	-6
Cc1cccc(-c2nnc(SC(C)C(=O)N3CCOCC3)o2)c1 (stereo unspecified)	3	-2	-7	4	9	1	2	2	2	2
N#Cc1nc(Cc2ccccc2)oc1NCc1ccccc1	5	-13	-2	1	2	-15	-4	12	1	10
O=C(CSCc1nc2ccccc2[nH]1)Nc1ccccc1	-1	3	-2	1	-9	3	-1	-1	-5	7
Cc1nc2ncnn2c(C)c1Cc1ccc(Cl)cc1F	3	0	0	4	8	3	4	-4	4	4
CCn1nnnc1NCc1ccc(Cl)cc1	-5	-5	0	-1	-7	7	-4	3	6	-5
S=C(Nc1ccccc1)c1ccccn1	-2	-8	2	-6	-10	-4	0	-14	3	-1

Screening data deposited in PubChem BioAssay by several laboratories.
